MrgX1 PAM = allosterically activates human MrgX1 receptor signaling. Q96LB2. MrgX1-HEK293, Fluo-4 calcium flux, FDSS; stronger effect = higher value. B-score at 10 µM. hit rate 0.63% among 310,000;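 active = plate-corrected calcium response at least 3 library SD above typical, normal starting fluorescence, not activating the receptor alone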;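 note: compound read alongside a low EC10 to EC30 dose of BAM8-22 agonist; peak minus trough fluorescence over baseline measured at the second addition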
MrgX1 ag = human MrgX1 receptor agonism, primary screen | Q96LB2 | B-score at 10 µM | hit rate 0.44% among 310,000 | MrgX1-HEK293 cells, Fluo-4 calcium fluorescence, agonist mode; stronger effect = higher value;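 active = calcium response B-score plate-corrected fluorescence ratio at least 3 library SD, with starting fluorescence B-score inside 5 SD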
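Assay system: stable human MrgX1 HEK293 cell line. Quantity: 15,000 cells per well. Schedule: cells plated overnight, dye loaded 0.5 h 37 °C, 0.5 h room temperature. Detection: Fluo-4 NW calcium-flux fluorescence, kinetic read. Read-out basis: peak-minus-minimum fluorescence over baseline, converted to B scores. Control set: positive and negative control wells on each plate.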
PolyA inhibitor = yeast polyadenylation inhibition; AID 1875; hit rate 0.02% among 300,000; S. cerevisiae SKY197-pL101 polyadenylation reporter, beta-gal luminescence; efflux-impaired pdr1/pdr3 knockout yeast; score 100 = 6 SD above DMSO; calls only at 12 µM;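 active = lowest replicate activity score at least 50, where 100 means six control SD above control mean; inconclusive = lowest score under 50 but half or more replicates reach 50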;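 note: yeast exposed to compound for 9 h at 30 °C; higher score means more reporter readthrough which indicates perturbed polyadenylation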
TRPC4 block = TRPC4 (mouse) channel inhibition | HEK293 TRPC4beta/mu-opioid, DAMGO-evoked Fluo4 calcium flux; stronger effect = lower value | hit rate 0.39% among 300,000 | Q9QUQ5 | B-score at 10 µM;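 active = B-score over 3 SD under the library average, no early fluorescence shift, positive overall ratio signal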
Target sequence (Q9QUQ5 whole entry, looked up): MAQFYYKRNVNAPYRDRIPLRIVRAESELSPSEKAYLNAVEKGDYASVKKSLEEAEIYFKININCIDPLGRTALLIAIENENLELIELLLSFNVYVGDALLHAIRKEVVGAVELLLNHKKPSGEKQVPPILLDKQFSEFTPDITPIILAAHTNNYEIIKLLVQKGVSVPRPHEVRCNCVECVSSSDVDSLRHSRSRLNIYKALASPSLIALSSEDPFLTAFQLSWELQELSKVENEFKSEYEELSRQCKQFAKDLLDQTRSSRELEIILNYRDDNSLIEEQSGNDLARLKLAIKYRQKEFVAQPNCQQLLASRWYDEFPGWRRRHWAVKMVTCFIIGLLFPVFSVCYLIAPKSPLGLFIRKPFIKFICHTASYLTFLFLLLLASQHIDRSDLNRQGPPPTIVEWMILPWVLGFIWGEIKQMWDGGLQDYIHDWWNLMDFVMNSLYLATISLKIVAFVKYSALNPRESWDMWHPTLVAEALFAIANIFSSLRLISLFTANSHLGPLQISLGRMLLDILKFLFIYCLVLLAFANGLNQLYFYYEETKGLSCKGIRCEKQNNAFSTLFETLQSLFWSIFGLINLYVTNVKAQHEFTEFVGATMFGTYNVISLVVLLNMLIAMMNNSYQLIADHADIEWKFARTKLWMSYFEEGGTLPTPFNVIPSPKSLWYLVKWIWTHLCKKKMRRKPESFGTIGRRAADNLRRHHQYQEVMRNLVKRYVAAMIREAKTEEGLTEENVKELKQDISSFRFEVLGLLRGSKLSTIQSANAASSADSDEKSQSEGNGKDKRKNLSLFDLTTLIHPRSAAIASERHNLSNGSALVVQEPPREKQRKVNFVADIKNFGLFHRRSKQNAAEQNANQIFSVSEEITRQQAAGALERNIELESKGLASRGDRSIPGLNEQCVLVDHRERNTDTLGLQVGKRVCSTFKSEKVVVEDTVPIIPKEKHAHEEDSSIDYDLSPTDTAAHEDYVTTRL
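material = TRPC4beta/mu-opioid receptor HEK293 cell line | probe or stimulus = sequential submaximal and maximal DAMGO stimulation | compound dosing = one concentration per compound | measured by = Fluo4 Ca2+ flux fluorescence | evaluation = integrated fluorescence ratio relative to baseline, converted to per-well B score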
AI-2 QS mod = modulates the Vibrio harveyi AI-2 quorum sensing system; Vibrio harveyi JMH597 AI-2 luminescence/OD600 ratio, 9 h; stronger effect = lower value; strain lacks LuxN and CqsS sensors; 0 = neutral-control median; activity change, % at 7.5 µM; hit rate 0.4% among 300,000; AID 2094; in the data active = activity change below about -75%, passing the limit was not always enough; inconclusive = no clear call, values can overlap the other calls;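 note: luminescence divided by OD600 gain over 9 h not by final OD600 alone; inactives centre near 13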
TRPC4 act = TRPC4 (mouse) channel activation; hit rate 0.49% among 310,000; B-score at 10 µM; HEK293 TRPC4beta/mu-opioid, Fluo4 calcium fluorescence; stronger effect = higher value;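 active = B-score above 5 SD of library B-scores, and initial fluorescence ratio not above library mean plus 5 SD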;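 note: positive B-score marks a calcium rise read as TRPC4 activation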
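Material: TRPC4beta and mu-opioid receptor HEK293 stable cells | Incubation: 45 min room-temperature Fluo4 loading, 110 s read | Detection: Kinetic Fluo4 calcium fluorescence | Measure: Integrated baseline-normalised fluorescence ratio, converted to per-well B score | Benchmarks: Low control buffer alone, high control maximal DAMGO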
HIF act = HIF pathway transcriptional activation. U2OS HRE-luciferase reporter, luminescence; normalized: DMSO 0%, desferrioxamine 100%. hit rate 0.32% among 300,000. AID 1910. activation, % at 7.5 µM (by protocol);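 active = mean activation of at least 10% of the iron chelator positive control signal, with at least half of replicates also reaching 10%; inconclusive = mean and replicate majority disagree about reaching 10%; inactive = mean and most replicates under 10%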
TRPC6 activator = activates the mouse TRPC6 cation channel | Q61143 | HEK293-TRPC6 membrane potential dye fluorescence; stronger effect = higher value | hit rate 0.13% among 310,000 | B-score at 10 µM;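 active = B-score of the integrated fluorescence ratio above library mean plus 3 SD, and starting fluorescence ratio within library mean plus 5 SD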;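 note: higher score means more depolarization so channel activation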
MrgX1 antag = antagonists of human MrgX1 receptor; Q96LB2; B-score at 10 µM; hit rate 1.3% among 310,000; MRGX1-HEK293 calcium flux, Fluo-4, BAM8-22 antagonism; stronger effect = lower value;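 active = calcium-response B-score plate-corrected more than 3 library SD below zero, starting fluorescence within 5 deviations, no agonist response on first addition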;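 note: peak minus trough fluorescence over baseline after final BAM8-22 challenge near maximal dose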
TRPC4 PAM = TRPC4 (mouse) allosteric potentiation; HEK293 TRPC4beta/mu-opioid, DAMGO EC20, Fluo-4 Ca2+ flux; stronger effect = higher value; hit rate 0.42% among 310,000; B-score at 10 µM; Q9QUQ5;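 active = B-score of calcium response area above 5 SD of library B-scores, with initial fluorescence ratio within 5 SD of library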;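 note: B-score of integrated fluorescence ratio over time as area under calcium response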
TRPC6 inh = inhibitors of mouse TRPC6 channel | Q61143 | HEK293-TRPC6, membrane potential dye, ACh-evoked depolarization; stronger effect = lower value | B-score at 10 µM | hit rate 1.1% among 310,000 | AID 2553;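 active = B-score under library mean minus 3 SD, initial fluorescence not abnormally high, positive integrated signal ratio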;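 note: B-score derived from integrated fluorescence ratio over the kinetic read; more negative B-score means stronger inhibition of depolarization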
Numbers without * were called inactive; i = inactive; ? = inconclusive; / = no result given. The list is partial (hit frequency here may not be typical).

item	mol	MrgX1 ag	PolyA inhibitor	TRPC4 PAM	MrgX1 antag	HIF act	TRPC4 act	AI-2 QS mod	MrgX1 PAM	TRPC4 block	TRPC6 inh	TRPC6 activator
1	CCC1CCCCN1C(=O)CCCOc1ccccc1 (stereo not drawn)	i	i	i	i	1.0	i	-8.6	i	i	i	i
2	CN(CC(=O)NCc1ccccc1)S(=O)(=O)c1ccc2c(c1)CCC(=O)N2	i	i	i	i	0.2	i	12.8	i	i	i	i
3	O=C(COc1cccc2ccccc12)NNC(=O)c1cccs1	i	i	i	i	-0.4	i	19.8	i	i	i	i
4	O=C(Cc1ccc(Cl)cc1)Nc1cccc(S(=O)(=O)Nc2ccccc2F)c1	i	i	i	i	0.0	i	-7.9	i	i	i	i
5	CN1CCN(C(=O)c2cc(Cl)ccc2Cl)CC1	i	i	i	i	0.1	i	10.6	i	i	i	i
6	O=C(Nc1ccc(S(=O)(=O)Nc2cnc3ccccc3n2)cc1)c1ccc(Cl)cc1Cl	i	i	i	i	0.0	i	?	i	i	i	i
7	Clc1ccc2nc(CSc3ncn[nH]3)cn2c1	i	i	i	i	1.8	i	2.1	i	i	i	i
8	O=C1CSC(=Nc2cccc(Cl)c2Cl)N1Cc1cccnc1	i	i	i	i	-0.1	i	23.7	i	i	i	i
9	CCN1CCCC1CNCc1ccc(OCc2ccc(Cl)nc2)c(OC)c1 (stereo not drawn)	i	i	i	i	-0.1	i	6.8	i	i	i	i
10	CCOc1ccccc1N1CCN(C(=O)c2cc(-c3cc(OC)ccc3OC)nc3ccccc23)CC1	i	i	i	i	-0.8	i	14.0	i	i	i	i
11	CCOc1cc(NS(=O)(=O)c2ccccc2)c(OCC)cc1NC(=O)c1ccco1	i	i	i	i	0.0	i	18.9	i	i	i	i
12	CC(C)(C)NC(=O)C(=O)NCCC1=CCCCC1	i	i	i	i	1.0	i	14.9	i	i	i	i
13	CC1=CC(C)(C)N=C(Nc2ccc(C)cc2)S1	i	i	i	i	0.4	i	9.9	i	i	i	i
14	Cc1cc(C(=O)CS(=O)(=O)c2ccccc2)cc(C)c1O	i	i	i	i	0.1	i	20.5	i	i	i	i
15	Cc1sc(NC(=O)c2ccco2)nc1-c1ccc2c(c1)CC(C)N2C(=O)C1CC1 (stereo not drawn)	i	i	i	i	3.0	i	47.7	i	i	i	i
16	Cc1cc(=O)[nH]c(N/N=C/c2ccc([N+](=O)[O-])cc2)n1	i	i	i	i	0.0	i	1.2	i	i	i	i
17	O=C(C1CC(=O)N(C2CCCC2)C1)N1CCN(c2cccc(Cl)c2)CC1 (stereo not drawn)	i	i	i	i	-0.3	i	26.9	i	i	i	i
18	c1ccc2c(c1)nc1n2CN(Cc2ccc3c(c2)OCO3)CN1	i	i	i	i	-0.1	i	5.8	i	i	i	i
19	COCC(C)N1C(=O)Cc2c1nc(N)c1c(N)nc(N3CCN(c4ccccc4F)CC3)c(C#N)c21 (stereo not drawn)	i	i	i	i	0.2	i	-3.7	i	i	i	i
20	CC(C)CNS(=O)(=O)c1ccc(CCC(=O)NCC2CCCO2)cc1 (stereo not drawn)	i	i	i	i	-0.2	i	9.7	i	i	i	i
21	COc1ccc(S(=O)(=O)N2CCCC2CNC(=O)C(=O)NCc2ccco2)cc1 (stereo not drawn)	i	i	i	i	0.4	i	-11.7	i	i	i	i
22	C=CCNC(=O)COC(=O)c1ccc(C)c(NC(=O)c2ccco2)c1	i	i	i	-7.64*	-1.0	i	11.2	i	i	i	i
23	CC(=O)c1cccc(S(=O)(=O)NC(C)C2CC3CCC2C3)c1 (stereo not drawn)	i	i	i	i	-0.1	i	/	i	i	i	i
24	O=C(Cc1ccccc1)N/N=C/c1cc(Br)cs1	i	i	i	i	-22.7	i	14.1	i	i	i	i
25	COc1ccccc1N1CCN(C(=O)CSc2nc(-c3ccccc3)cc(=O)[nH]2)CC1	i	i	i	i	-0.4	i	12.1	i	i	i	i
26	O=C(c1nnc(-c2ccccc2)o1)C1CC1	i	i	i	i	0.7	i	7.6	i	i	i	i
27	CCOc1cc(CNCc2ccncc2)cc(Br)c1OCc1ccccc1F	i	i	i	i	-0.1	i	2.5	i	i	i	i
28	Cc1ccccc1NC(=O)C1CC(=O)n2ncnc2N1 (stereo not drawn)	i	i	i	i	0.0	i	18.1	i	i	i	i
29	O=C(CCc1ccc(S(=O)(=O)N2CCOCC2)cc1)N1CCc2ccccc2C1	i	i	i	i	0.2	i	3.6	i	i	i	i
30	O=C1C(C=NCCCN2CCCC2=O)=C(O)c2ccccc21	i	i	i	i	2.7	i	12.2	i	i	i	i
31	CN(C)c1ccc(NC(=O)CSc2nnc(-c3ccco3)c(-c3ccco3)n2)cc1	i	i	i	i	1.8	i	25.9	i	i	-5.05*	i
32	O=C(O)c1cc(NC(=O)c2cccc(N3C(=O)c4ccccc4C3=O)c2)cc(C(=O)O)c1	i	i	i	i	-0.2	i	6.7	i	i	i	i
33	CC(=O)Nc1nc(=S)ss1	i	i	i	i	-0.3	i	66.6	i	i	i	i
34	CCC(C)Sc1ccc(-c2nc3cnccn3c2NC2CCCCC2)cc1 (stereo not drawn)	i	i	i	i	-5.1	i	32.4	i	i	i	i
35	Cc1cc(C)n(S(=O)(=O)c2ccc3oc(=O)ccc3c2)n1	i	i	i	i	-0.4	i	23.4	i	i	i	i
36	C/C=C\C(=O)Nc1cccc(C2=NOC3(C2)C[C@@H](C(N)=O)N(C(=O)c2ccc(Cl)cc2)C3)c1 (stereo partly drawn)	i	i	i	i	-0.1	i	-2.2	i	i	i	i
37	C/C(=N\NC(=S)NCc1ccccc1)c1ccc2ccccc2c1	i	i	i	i	0.4	i	-1.0	i	i	i	i
38	CC(=C/c1ccco1)/C=N/NC(=O)CSc1nnc(SCc2ccc(C)cc2)s1	i	i	i	i	-1.6	i	13.6	i	i	i	i
39	CCOC(CNC(=O)C(=O)Nc1cc2c3c(c1)CCC(=O)N3CCC2)OCC	i	i	i	i	0.4	i	41.7	i	i	i	i
40	Cc1occc1C(=O)N1CCN(Cc2ccccc2)CC1	i	i	i	i	0.2	i	11.4	i	i	i	i
41	COCC(=O)OCC(=O)Nc1ccc(Cl)cc1[N+](=O)[O-]	i	i	i	i	0.0	i	7.6	i	i	i	i
42	CC(C)N1CCc2c(sc(NC(=O)c3ccc4ccccc4c3)c2C(N)=O)C1	i	i	i	i	0.0	i	23.0	i	i	i	i
43	CCn1c(SCC(=O)NC2CCS(=O)(=O)C2)nnc1-c1ccccc1 (stereo not drawn)	i	i	i	i	-0.8	i	15.7	i	i	i	i
44	CCOc1ccc(CCNC(=O)C2CSC3(C)CCC(=O)N23)cc1OCC (stereo not drawn)	i	i	i	i	-0.6	i	24.2	i	i	i	i
45	Cc1ccc(S(=O)(=O)N2CCC(C(=O)NCCCN3CCOCC3)CC2)cc1	i	i	i	i	-0.1	i	-17.5	i	i	i	i
46	Cn1c(SCC(=O)NCCc2ccccc2)ncc(C(=O)Nc2ccc(F)cc2)c1=O	i	i	i	i	0.2	i	13.9	i	i	i	i
47	CC1(C)Cc2cccc(C(=O)NCc3ccco3)c2O1	i	i	i	i	-0.2	i	6.7	i	i	i	i
48	Cc1cccnc1NC(=S)Nc1ccc(F)cc1F	i	i	i	i	-26.9	i	48.5	i	i	i	i
49	COC(=O)c1ccccc1NC(=O)CSc1nnc(Cc2ccc(Cl)cc2)o1	i	i	i	i	-0.1	i	8.7	i	i	i	i
50	COc1cccc(N(CC(=O)O)S(=O)(=O)c2ccccc2)c1	i	i	i	i	-0.5	i	7.2	i	i	i	i
51	CC1CCCCC1NC(=O)CN1C(=O)NC(Cc2ccccc2)(Cc2ccccc2)C1=O (stereo not drawn)	i	i	i	i	-0.5	i	23.2	i	i	i	i
52	CC(=O)c1ccc(S(=O)(=O)NCCC(=O)OCC(=O)NCCc2ccccc2)cc1	i	i	i	i	-0.2	i	19.8	i	i	i	i
53	CC1CCC(C(=O)c2c(O)c3ccccc3oc2=O)CC1 (stereo not drawn)	68.7*	i	i	i	0.0	44*	36.5	i	i	i	i
54	COc1ccc(CCNC(=O)c2noc(C)c2[N+](=O)[O-])cc1OC	i	i	i	i	1.1	i	1.0	i	i	i	i
55	CCn1c2ccccc2c2nc3ccccc3nc21	i	i	i	i	1.3	i	11.8	i	i	i	i
56	COc1ccccc1-c1noc(CCC(=O)NC2CCCCC2)n1	i	i	i	i	0.2	i	16.0	i	i	i	i
57	O=C(CC1C(=O)NCCN1Cc1ccoc1)NCCc1ccc(Cl)cc1 (stereo not drawn)	i	i	i	i	0.1	i	-6.7	i	i	i	i
58	O=C(Nc1c(Cl)cc(Cl)cc1C(=O)NCCN1CCOCC1)c1ccc(Cl)cc1Cl	i	/	i	i	-0.1	i	16.4	i	i	i	i
59	C=CCn1c(SCC(=O)N2CC(=O)Nc3ccccc32)nc2scc(-c3ccccc3)c2c1=O	i	i	i	i	1.8	i	17.4	i	i	i	i
60	O=S1(=O)c2cccc3cccc(c23)N1Cc1ccc(-c2nnco2)cc1	i	i	i	i	-0.2	i	1.3	i	i	i	i
61	CCOC(=O)Cc1csc(N/N=C/c2ccc(Cl)cc2)n1	i	i	i	i	-3.3	i	2.3	i	i	i	i

Screening results (PubChem)
